m-calpain inh: calpain II (pig) inhibition | 220,000 compounds, 0.37% hits | inhibition, % at 16 µM | purified calpain II, fluorogenic peptide substrate, 30 min | AID 1236;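 active means inhibition above about 50%, limit read from the data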
TRPN1 ag: zebrafish TRPN1 (NompC) channel agonism | HEK293 zebrafish TRPN1-YFP, Fluo-8 calcium fluorescence; 100% = response to 87 µM carbachol | activation, % at 3 µM | 220,000 compounds, 0.18% hits | AID 1424;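 active means activation above its plate's cutoff, the mean activation of test wells on that plate plus 3 SD, cut at about 19% in these data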;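 further: 0% = DMSO alone and 100% = 87 µM carbachol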
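Material: zebrafish TRPN1-YFP in HEK293 cells; Doses: single test compound dose, 3 µM nominal, 0.3% DMSO; Timing: dye loading 1 h at 37 °C, then 30 min room temperature; Technique: intracellular calcium fluorescence with Fluo-8; Benchmarks: high carbachol 87 µM, low DMSO alone.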
thrombin 1536: inhibitors of human thrombin | 220,000 compounds, 0.26% hits | alpha-thrombin, Boc-VPR-AMC fluorogenic substrate cleavage | inhibition, % at 5 µM | P00734;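 active means inhibition at or above 40%; inactive means inhibition below 40%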;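 further: 0% = enzyme with no compound and 100% = wells without enzyme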
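System – human alpha-thrombin · Medium – pH 7.5 Tris (50 mM) with NaCl 150 mM, Tween 20 0.05% · Compound – single-point dosing at 5 µM, 0.2% DMSO · Incubation – enzyme reaction carried out at room temperature · Technique – fluorescence of released AMC, ex 355 nm, em 460 nm · Read-out basis – % inhibition of thrombin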
KCC2 mod: modulates chloride dependent transport by human KCC2; AID 1456; 190,000 compounds, 2.2% hits; Q9H2X9; B-score of Tl+ flux slope (higher = more flux/activation; lower = inhibition) at 10 µM; KCC2 cells, thallium flux FluoZin-2 fluorescence;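 active means thallium flux slope and its plate-corrected score both differing from the plate sample mean at a set confidence after two filtering rounds, in either direction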;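 further: slope of fluorescence scaled to starting intensity during 10 to 20 s after thallium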
Tb hexokinase: blocks Trypanosoma brucei hexokinase 1 activity | 220,000 compounds, 0.11% hits | AID 1430 | inhibition, % at 10 µM | recombinant TbHK1, G6PDH-coupled NADH A340;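 active means inhibition of 50% or more in the single-dose primary screen; inactive means inhibition below 50%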
EBV gp42 block: blocks Epstein-Barr virus glycoprotein 42 binding | Fluorescence polarization binding assay, mP read-out | AID 1085 | 220,000 compounds, 0.42% hits | Q1HVG2 | inhibition, % (tested at 21.74 µM); in the data active means inhibition above about 50%
Target sequence (Q1HVG2 whole entry, looked up): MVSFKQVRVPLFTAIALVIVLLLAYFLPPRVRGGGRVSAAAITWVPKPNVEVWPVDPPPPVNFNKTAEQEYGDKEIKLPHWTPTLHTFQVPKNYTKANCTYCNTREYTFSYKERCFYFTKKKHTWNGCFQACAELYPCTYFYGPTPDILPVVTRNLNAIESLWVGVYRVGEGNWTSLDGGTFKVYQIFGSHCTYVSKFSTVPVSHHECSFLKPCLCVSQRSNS
PPC-1+TRAIL kill: PPC-1 cancer cell killing with TRAIL present; 220,000 compounds, 0.41% hits; cell killing (% activity), % at 4 µM; PPC-1 cells + TRAIL, ATPLite viability luminescence;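 active means cell killing above 50% in the first pass at 4 µM, then a duplicate retest at 5 µM averaging 50% or more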;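 further: plate controls were cells with TRAIL plus DMSO for no effect and medium-only wells lacking cells for full effect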
TRPML3 ag: human mucolipin-3 channel agonism; HEK293 TRPML3-YFP, Fluo-8 calcium fluorescence; 100% = the carbachol control signal; activation, % at 3 µM; 220,000 compounds, 0.29% hits;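 active means activation above its plate's cutoff, the mean activation of the plate's test wells plus 3 SD, cut at about 12% in these data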;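 further: 0% = DMSO only wells and 100% = carbachol wells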
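Test system: TRPML3-YFP stable HEK293 cells. Doses: single point at 3 µM. Incubation: dye loading 1 h 37 °C then 30 min ambient, 125 s read. Signal: Fluo-8 calcium dye fluorescence, ex 470-495, em 515-575 nm. Measure: percent activation from peak-to-basal fluorescence ratio, scaled between DMSO and carbachol.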
Furin inh: blocks human furin protease activity | purified furin, fluorogenic substrate cleavage | P09958 | inhibition, % at 30 µM | 220,000 compounds, 0.061% hits; in the data active means inhibition above about 25%; further: inactives centre near -15
Target sequence (P09958 108-714 limits assumed): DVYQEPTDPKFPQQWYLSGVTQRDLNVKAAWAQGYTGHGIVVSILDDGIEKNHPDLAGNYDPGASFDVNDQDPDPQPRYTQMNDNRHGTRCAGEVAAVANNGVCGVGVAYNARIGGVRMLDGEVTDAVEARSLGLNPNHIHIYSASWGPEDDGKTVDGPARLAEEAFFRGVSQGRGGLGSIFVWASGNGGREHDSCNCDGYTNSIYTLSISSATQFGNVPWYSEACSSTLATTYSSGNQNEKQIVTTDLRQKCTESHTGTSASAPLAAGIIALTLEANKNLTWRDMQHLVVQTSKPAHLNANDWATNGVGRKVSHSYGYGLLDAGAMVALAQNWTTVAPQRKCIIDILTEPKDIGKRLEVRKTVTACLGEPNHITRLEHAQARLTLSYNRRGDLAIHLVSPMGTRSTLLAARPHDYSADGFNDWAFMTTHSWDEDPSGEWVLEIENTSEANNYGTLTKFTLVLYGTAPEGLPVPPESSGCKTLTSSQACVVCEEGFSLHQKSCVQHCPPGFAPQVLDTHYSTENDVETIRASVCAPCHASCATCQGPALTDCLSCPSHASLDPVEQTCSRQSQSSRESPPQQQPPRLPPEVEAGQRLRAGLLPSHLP
Starred values were filed as active, the others as inactive; . = no result given; [ ] = dose if it differs, or a comment. Outcome played no part in choosing rows; 3.6% or so of the library scored in one or more.

SMILES | m-calpain inh | TRPN1 ag | thrombin 1536 | KCC2 mod | Tb hexokinase | EBV gp42 block | PPC-1+TRAIL kill | TRPML3 ag | Furin inh
O=C(NCc1ccco1)c1cnn2c(C(F)(F)F)cc(-c3cccs3)nc12 | -162 | 0.4 | -4 | -2 | 3 | 3 | 6 | 0.4 | -18
CCNC(=S)NN=C1CCC(C(C)(C)C)CC1 (stereo not drawn) | -14 | 0.5 | -4 | 3.3* | -1 | 1 | 8 | 0.8 | -12[20 µM]
COc1ccccc1NC(=O)c1cc(C(=O)Nc2ccccc2OC)cc(N2C(=O)CCC2=O)c1 | -26 | 0.5 | -4 | 0.08 | 11 | -10 | 25 | 0.6 | -14
O=C(O)/C=C/c1ccc([N+](=O)[O-])o1 | -30 | 4.2 | 2 | 0.23 | -18 | -7 | 9 | 1.9 | -12
CCOC(=O)C1=C(N)Oc2cc(O)ccc2C1c1ccc([N+](=O)[O-])cc1 (stereo not drawn) | -17 | 0.8 | -7 | 0.067 | 1 | 0 | 3 | 1.0 | -17
Cc1ccc(C(N)=O)cc1S(=O)(=O)Nc1cccc(C)c1C | 23 | -0.4 | 4 | 1.3 | 0 | 7 | 0 | 1.4 | -18[20 µM]
O=C(COc1ccccc1)Nc1cccc2c1CCCC2 | 10 | -0.5 | -5 | . | 3 | -9 | 7 | 0.2 | -6[20 µM]
COC(=O)c1cc(Br)c(=O)n(-c2ccccc2F)c1 | 13 | 0.0 | 3 | -0.0046 | -4 | -23 | 15 | 0.4 | -23[20 µM]
c1ccc(-c2oc3ncnc(NCCCn4ccnc4)c3c2-c2ccccc2)cc1 | -194 | -1.5 | -5 | . | -21 | 7 | 31 | 0.3 | -18
CCOc1ccc(NC(=O)C2CC(=O)N(C)C(=Nc3ccc4c(c3)OCO4)S2)cc1 (stereo not drawn) | -13 | 0.9 | 1 | 0.23 | 6 | -4 | -2 | 0.8 | -11
CCOC(=O)Cc1csc(NC(=O)CSc2nnc(-n3nc(C)cc3C)c3ccccc23)n1 | -4 | -1.2 | 1 | -1.4 | -7 | -3 | -8 | 0.4 | -19
CCOc1ccccc1NC(=S)N(CCOC)C1CCN(C(C)=O)CC1 | 2 | -0.8 | 2 | 0.66 | -12 | -1 | -7 | -0.6 | -17
CC(C)[C@H](Nc1ccc(S(=O)(=O)N2CCOCC2)cc1[N+](=O)[O-])C(=O)OCC(=O)N(C(C)C)C(C)C | 8 | -2.5 | -9 | 0.13 | 22 | -18 | -12 | 0.3 | 2
O=C(CSc1n[nH]c(=O)[nH]c1=O)NC1CCCCC1 | -5 | -0.5 | 0 | -0.2 | -7 | -24 | 15 | -0.6 | -13
O=C(NC1CCCCC1)n1c(=O)oc2cc(S(=O)(=O)N3CCCCC3)ccc21 | 24 | 0.6 | -7 | 1.3 | 4 | -11 | -9 | 0.8 | -22
C/C(=N\OC(=O)c1ccc(F)cc1)c1sc(-c2ccccc2)nc1C | -25 | -0.2 | -23 | -0.31 | -9 | -22 | 26 | 0.5 | -16
O=C(N/N=C\c1cccc(Br)c1)c1ccccc1-n1cccc1 | 68* | -2.4 | -5 | . | 2 | 24 | 8 | -1.0 | -25[20 µM]
COc1ccc(CC(=O)NC(C)(C)CC(C)=O)cc1OC | 7 | 0.2 | -4 | 0.37 | 2 | -14 | 21 | 0.3 | -17[20 µM]
O=C(NNc1cccc(Cl)n1)c1ccc(Cl)nc1 | -5 | 1.0 | 0 | 0.75 | -2 | -26 | 14 | 1.1 | -18
COc1cccc(Nc2ncc(C(=O)O)c3ccccc23)c1 | -4 | -0.8 | 3 | -0.94 | -27 | -22 | 6 | -0.2 | -7
CCS(=O)(=O)c1ccc2oc(Nc3ccc(C(C)C)cc3)nc2c1 | 16 | -0.2 | -4 | 0.54 | 8 | -8 | -1 | -0.1 | 0[20 µM]
Cc1ccccc1NC(=O)c1cc2c(C)nc3ccccc3c2o1 | 25 | 1.5 | 10 | 0.15 | 5 | 4 | 28 | 0.2 | 2
O=C(CCS(=O)(=O)Cc1ccc(Cl)cc1)NCCCN1CCOCC1 | 9 | -0.3 | 4 | 0.0017 | -1 | -1 | 7 | 0.7 | -13[20 µM]
COCCN1C(=O)c2ccc(C(=O)O)cc2C1=O | -13 | 1.1 | -6 | 1.5 | 0 | -15 | 18 | 0.0 | -25[20 µM]
CC(/C=N/Nc1ncc(C)c(=O)[nH]1)=C\c1ccccc1 | 4 | 2.6 | 9 | 0.77 | -29 | -14 | 26 | 0.3 | -10
CCOc1ccc(NC(=O)c2ccc(NCC(=O)N3CCCCCC3)cc2)cc1 | -23 | 3.1 | -3 | -1.1 | 1 | -12 | 13 | 1.7 | -24
Cc1ccc(C(=O)NCC(=O)OCC(=O)N2CCCc3ccccc32)cc1 | 26 | -0.6 | -9 | -0.27 | 38 | -14 | -5 | 0.0 | 2
COC(=O)c1ccc(C(=O)OC)c(NC(=S)N2CCN(C(=O)C3CCCO3)CC2)c1 (stereo not drawn) | -32 | 1.5 | -9 | -0.086 | -9 | -9 | -2 | 0.1 | -8
COc1ccccc1N1CCN(CC(=O)Nc2cccc(F)c2)CC1 | -114 | -0.1 | -3 | -0.061 | 1 | 3 | 5 | 0.0 | -21
Cn1c(=O)cc(OCC(=O)NCc2cccs2)c2ccccc21 | -21 | -1.2 | 1 | 0.21 | -6 | -11 | -11 | -0.2 | -33
COc1cccc(-n2cc(CN(C)Cc3nc(Cc4cccc(F)c4)no3)cn2)c1 | 26 | -0.6 | -1 | -0.87 | 2 | -17 | 14 | -0.4 | -4
Cc1ccc2c(N)c(C(=O)N(c3ccccc3)c3ccccc3)sc2n1 | -16 | -0.3 | 1 | -0.19 | 1 | -16 | -10 | -0.1 | -18[20 µM]
Cc1ccc(C(=O)NNC(=O)c2ccco2)cc1 | 13 | 1.1 | 1 | -0.42 | -3 | 1 | 25 | 0.5 | 1
O=C(COC(=O)/C=C/c1ccc2c(c1)OCO2)Nc1ccccc1 | -60 | -0.6 | 0 | -0.21 | -14 | 6 | 17 | 1.2 | -17
Cc1ccc(-c2nnn(CC(=O)N(c3ccccc3)C(C(=O)NCC3CCCO3)c3cccs3)n2)o1 (stereo not drawn) | 2 | 0.6 | -8 | 0.59 | -8 | 1 | 9 | 0.4 | -26
COc1ccccc1NC(=O)C(Cc1ccc(Cl)cc1)c1nn[nH]n1 (stereo not drawn) | -5 | -0.2 | 10 | -1.1 | -3 | -8 | 5 | -0.2 | -28[20 µM]
COc1ccc(CNC(=O)CSc2cccc3cccnc23)cc1 | -51 | -1.5 | -13 | 0.0025 | -17 | -23 | -2 | 0.0 | -8
COC(=O)c1sccc1NC(=S)Nc1cc(C)ccc1OC | -14 | 1.3 | -3 | 0.48 | -14 | 1 | 2 | 2.0 | -10
Cn1c(/C(C#N)=C2/CCCCCN2)nc2ccccc21 | -39 | -0.3 | 3 | -1 | -18 | -3 | 8 | 0.3 | 2
O=C(CCn1c(=O)oc2ccccc21)Nc1nccs1 | 7 | 0.7 | -5 | . | 2 | -18 | 3 | 0.3 | -19

m-calpain inh, hit marks shown above
| Molecule | m-calpain inh | thrombin 1536 | KCC2 mod | Tb hexokinase | EBV gp42 block | TRPML3 ag | Furin inh |
| --- | --- | --- | --- | --- | --- | --- | --- |
| O=C(N/N=C\c1cccc(Br)c1)c1ccccc1-n1cccc1 | 68* | -5 | . | 2 | 24 | -1.0 | -25[20 µM] |

Part of the list above, showing only thrombin 1536, PPC-1+TRAIL kill and TRPN1 ag.
| SMILES | thrombin 1536 | PPC-1+TRAIL kill | TRPN1 ag |
| --- | --- | --- | --- |
| Cc1ccc(C(=O)NCC(=O)OCC(=O)N2CCCc3ccccc32)cc1 | -9 | -5 | -0.6 |
| COC(=O)c1ccc(C(=O)OC)c(NC(=S)N2CCN(C(=O)C3CCCO3)CC2)c1 (stereo not drawn) | -9 | -2 | 1.5 |

Continued:
SMILES | m-calpain inh | TRPN1 ag | thrombin 1536 | KCC2 mod | Tb hexokinase | EBV gp42 block | PPC-1+TRAIL kill | TRPML3 ag | Furin inh
Cc1ccc(NC(=O)Cn2c(C)cc(C)c(C#N)c2=O)c(Cl)c1 | -2 | 1.9 | -22 | -0.51 | -10 | -27 | 8 | 1.0 | -25
Cc1ccc(NC(=S)NC(NC(=O)c2ccccc2)C(Cl)(Cl)Cl)c(C)c1 (stereo not drawn) | -55 | 1.5 | -2 | -0.76 | 35 | -4 | 0 | 0.4 | -15
Cc1cc(C)cc(N=c2c([N+](=O)[O-])nn(-c3ccc4c(c3)OCCO4)n2O)c1 | -12 | -0.8 | 2 | -0.013 | 0 | 8 | 13 | -0.4 | -18
CCSc1nnc(NC(=O)Cc2ccc(OC)cc2)s1 | 1 | -0.1 | 3 | 0.048 | 3 | -14 | -10 | -1.9 | -2[20 µM]
Cc1cccc(NC(=O)Cc2nnc(NC(=O)Nc3ccccc3F)s2)c1 | -23 | 0.8 | 3 | 0.066 | 3 | -11 | 6 | 1.1 | -8
Cc1occc1C(=O)NCc1ccccc1 | -11 | 0.3 | -2 | 0.18 | 2 | 3 | 4 | 0.1 | -16[20 µM]
Cc1ccc(S(=O)(=O)N(C)c2ccccc2C(=O)Nc2ccc3c(c2)OCCO3)cc1 | -3 | -1.8 | -1 | -1.1 | -5 | 1 | 0 | -0.5 | -23
CCOc1cc(/C=N/O)ccc1OCc1ccccc1F | -9 | -1.3 | 2 | -1.4 | -6 | 0 | 28 | -1.2 | -12
COc1cc(C)c(CNc2ccc(OC)c(OC)c2)cc1C | -11 | 0.3 | 4 | . | -5 | 14 | 5 | 1.1 | -6
O=C(CN1C(=O)c2ccccc2S1(=O)=O)NC1CCCC1 | 17 | 3.8 | -3 | 1.1 | 1 | -13 | -3 | 0.6 | -8[20 µM]
O=C(C=C=Nc1ccccc1)C(=O)N=C=Cc1ccccc1 | 13 | 2.2 | -4 | 0.62 | -19 | 1 | -2 | 2.1 | -14
COc1ccc(/C=N\NC(=O)c2cc(O)c(O)c(O)c2)cc1CN1CCN(c2ccc(F)cc2)CC1 | -34 | 0.7 | 5 | 0.58 | -13 | -13 | 9 | 0.2 | -10
Cc1nc(S/C(=C/c2ccc(-c3ccc(Cl)cc3)o2)C(=O)O)n[nH]1 | -81 | 0.1 | -2 | -0.06 | 4 | -32 | 11 | 1.3 | -2[20 µM]
O=[N+]([O-])c1ccc(-c2ccc(/C=N/c3c(-c4ccco4)nc4ccccn34)o2)c(Cl)c1 | -140 | -1.8 | 14 | . | -9 | 5 | 14 | 0.7 | -13[20 µM]
CC(=O)Nc1ccc(N2C(=O)CSC2c2cccc([N+](=O)[O-])c2)cc1 (stereo not drawn) | -5 | 1.6 | -1 | 0.87 | 3 | -15 | 2 | 1.2 | -38
COc1ccc(-c2oc3ncn(CCN4CCOCC4)c(=N)c3c2-c2ccc(OC)cc2)cc1 | -118 | -1.2 | 6 | -0.016 | -39 | -12 | 1 | -0.3 | -9[20 µM]

One compound at a time, as listed above. Values in the order: m-calpain inh | TRPN1 ag | thrombin 1536 | KCC2 mod | Tb hexokinase | EBV gp42 block | PPC-1+TRAIL kill | TRPML3 ag | Furin inh
Shown for Cc1ccc(S(=O)(=O)N(C)c2ccccc2C(=O)Nc2ccc3c(c2)OCCO3)cc1 → -3 | -1.8 | -1 | -1.1 | -5 | 1 | 0 | -0.5 | -23
Shown for Cc1ccc(NC(=O)Cn2c(C)cc(C)c(C#N)c2=O)c(Cl)c1 → -2 | 1.9 | -22 | -0.51 | -10 | -27 | 8 | 1.0 | -25

Source: PubChem BioAssay
